Screens (PubChem BioAssay)
M1 antag = human CHRM1 antagonism. P11229. CHO-K1 hM1, Fluo-8 calcium fluorescence, ACh EC80 antagonist. inhibition, % at 3 µM. actives 1.3% (n = 360,000). AID 588852;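 active = percent inhibition above its own plate's cutoff, namely the mean of that plate's compound wells plus 3 SD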;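 also: peak over basal fluorescence ratio during 140 s after agonist addition; 0% = ACh EC80 plus DMSO and 100% = DMSO alone without agonist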
Target sequence (P11229 whole entry, looked up): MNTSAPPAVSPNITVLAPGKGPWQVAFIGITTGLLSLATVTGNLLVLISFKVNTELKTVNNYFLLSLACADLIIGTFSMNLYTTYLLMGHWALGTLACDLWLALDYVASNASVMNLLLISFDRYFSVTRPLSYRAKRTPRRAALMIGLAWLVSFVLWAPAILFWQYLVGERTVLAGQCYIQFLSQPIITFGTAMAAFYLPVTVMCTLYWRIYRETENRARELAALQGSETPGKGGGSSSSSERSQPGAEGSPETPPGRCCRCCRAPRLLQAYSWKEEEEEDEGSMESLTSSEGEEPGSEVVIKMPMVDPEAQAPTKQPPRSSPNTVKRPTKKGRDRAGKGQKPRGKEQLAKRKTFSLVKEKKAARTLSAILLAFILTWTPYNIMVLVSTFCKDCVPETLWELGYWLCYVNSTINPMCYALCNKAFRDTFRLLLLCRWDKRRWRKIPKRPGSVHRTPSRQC
M1 ag parental = M1 agonist counterscreen hit in parental CHO-K1 cells; Fluo-8 calcium fluorescence; scaled to maximal ATP response, vehicle zero; activation, % at 3 µM; actives 0.48% (n = 360,000); AID 602248; in the data active = activation above about 15%;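 also: untransfected CHO-K1 host cells lacking M1 receptor as counterscreen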
OXTR potentiator = human OXTR potentiation; P30559; CHO-OTR cells, Fluo-8 calcium fluorescence, potentiator mode; 0% = oxytocin EC15, 100% = EC100; activation, % at 3 µM; actives 0.061% (n = 320,000);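 active = activation above that plate's cutoff, the mean activation of tested compounds plus 3 SD, cut at about 6.6% in these data, passing the limit was not always enough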;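 also: 100% uses oxytocin at 75 nM as the full agonist control; some results filed as inactive read as strong as hits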
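Material: CHO-OTR cells, human receptor; compound dosing: single dose, 3.0 µM nominal final compound concentration; schedule: 6 min compound pre-incubation at room temperature, 100 s kinetic read; measured by: kinetic Fluo-8 calcium fluorescence; read-out basis: % activation vs EC15 and EC100 oxytocin; controls: EC15 oxytocin alone as 0%, 75 nM oxytocin as 100%; replicates: singlicate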
CHO-K1 Ca antag = counter-screen for M1 antagonists: effect in parental CHO-K1 cells; ATP-induced calcium, Fluo-8 fluorescence; actives 0.6% (n = 360,000); AID 602250; inhibition, % at 3 µM;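 active = inhibition above a per-plate cutoff, the plate's mean sample inhibition plus 3 SD, cut at about 24% in these data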;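 also: 0% = DMSO plus EC80 ATP and 100% = DMSO alone without ATP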
M4 antag = antagonists of human muscarinic M4 receptor (CHRM4); P08173; CHO-hM4 cells, ACh EC80, Fluo-8 calcium fluorescence; inhibition, % at 3 µM; actives 0.73% (n = 360,000); AID 624125;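 active = inhibition above its plate's cutoff, the mean inhibition of sample wells plus 3 SD, cut at about 27% in these data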;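 also: 0% = acetylcholine EC80 with DMSO and 100% = DMSO without agonist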
Target sequence (P08173 whole entry, looked up): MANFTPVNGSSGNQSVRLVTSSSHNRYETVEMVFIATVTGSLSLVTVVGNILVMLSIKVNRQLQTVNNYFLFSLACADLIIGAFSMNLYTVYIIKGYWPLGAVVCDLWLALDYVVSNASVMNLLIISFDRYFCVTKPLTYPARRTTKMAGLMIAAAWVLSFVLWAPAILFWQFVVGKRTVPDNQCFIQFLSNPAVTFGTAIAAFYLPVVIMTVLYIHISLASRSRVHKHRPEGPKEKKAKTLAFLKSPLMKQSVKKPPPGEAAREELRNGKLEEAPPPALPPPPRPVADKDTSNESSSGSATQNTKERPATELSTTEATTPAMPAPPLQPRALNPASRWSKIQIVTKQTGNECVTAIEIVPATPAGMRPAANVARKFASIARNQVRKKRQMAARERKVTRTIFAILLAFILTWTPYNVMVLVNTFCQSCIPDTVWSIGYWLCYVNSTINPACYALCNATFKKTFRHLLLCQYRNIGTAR
CHO parental Ca = counter-screen for OX1R antagonists: effect in parental CHO cells. inhibition, % at 5.6 µM. parental CHO-K1, ATP-induced calcium, Fluo-8 fluorescence. actives 0.63% (n = 330,000);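 active = inhibition above that plate's mean sample inhibition plus 3 SD, cut at about 26% in these data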;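 also: 0% = ATP-challenged DMSO wells and 100% = DMSO wells without ATP; some compounds past the cut are filed as inactive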
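Test system: untransfected parental CHO cell line. Compound: one dose, 5.6 µM nominal. Detection: intracellular calcium via Fluo-8 no-wash fluorescent dye. Measure: % inhibition. Benchmarks: ATP-challenged DMSO wells low, unchallenged DMSO wells high.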
M1 ag = activates human CHRM1 receptor; P11229; CHO-K1 hM1, Fluo-8 calcium fluorescence, agonist mode; 0% DMSO, 100% acetylcholine EC100; activation, % at 3 µM; actives 0.33% (n = 360,000); AID 588814;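 active = activation above the run's mean compound activation plus 3 SD, cut at about 16% in these data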;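 also: peak over basal fluorescence ratio within a 140 s kinetic read after compound addition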
CHRM4 agonist = CHRM4 agonism in calcium assay. P08173. CHO-K1 hM4/Gqi5, Fluo-8 calcium fluorescence; vehicle 0%, full acetylcholine response 100%. activation, % at 3 µM. actives 0.14% (n = 360,000). AID 624127;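 active = activation above the run mean over all test wells plus 3 SD, cut at about 32% in these data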;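 also: peak over basal fluorescence ratio per well then scaled between controls; 0% = DMSO wells and 100% = acetylcholine at EC100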
CHRM1 PAM = potentiates human M1 receptor response to acetylcholine. P11229. AID 588819. activation, % at 3 µM. CHO-K1 hM1, Fluo-8 calcium fluorescence, ACh EC20; 0% = ACh EC20, 100% = maximal ACh. actives 0.088% (n = 360,000); in the data active = activation above about 19%, passing the limit was not always enough
Starred values were filed as active, the others as inactive; . = not tested or not shown.

no.	SMILES	M1 antag	M1 ag parental	OXTR potentiator	CHO-K1 Ca antag	M4 antag	CHO parental Ca	M1 ag	CHRM4 agonist	CHRM1 PAM
1	Cc1ccc(S(=O)(=O)Nc2cc(C(=O)NCCN(C)C)ccc2N2CCCC2)cc1	-4	0.1	-8	-6	-6	-5	-4	1	4
2	CC(C)C(=O)N1CCN(c2ccccc2NC(=O)Cc2ccc(Cl)cc2)CC1	-6	1.5	-5	-2	-1	-20	-4	-1	4
3	COCCSc1nnc(NC(=O)C2CCN(C(=O)c3ccco3)CC2)s1	-7	0.6	-6	-6	-12	-15	-4	1	2
4	CSCCC(NC(=O)COc1ccccc1)C(=O)NCCOc1ccccc1 (stereo unspecified)	4	1.8	1	7	9	-17	-2	3	-3
5	COc1ccc(CC(=O)OCC(=O)Nc2ccc3[nH]c(=O)[nH]c3c2)cc1	-18	0.6	0	-3	2	-3	-2	0	7
6	Cc1cccc(C(=O)O/N=C2\CCS(=O)(=O)c3sccc32)c1	-4	2.7	-3	1	-16	-20	-1	10	4
7	Nc1cc(N)nc(SCc2cccc(F)c2)n1	-16	0.8	-8	-2	1	-6	-3	1	7
8	CCCc1cc(=O)n2[nH]c(SCc3ccccc3)nc2n1	-6	0.1	-1	-4	-7	-14	-1	-1	9
9	COc1ccc(-c2cc(C(F)(F)F)nc(SCC(=O)NCCN3CCOCC3)n2)cc1OC	-10	0.1	4	-6	-2	-32	-4	0	6
10	C=CCNC(=O)C1CC1(c1cccc(C)c1)c1cccc(C)c1 (stereo unspecified)	0	0.1	-6	2	-12	-21	1	-1	13
11	Cc1ccccc1N(CC(N)=O)S(C)(=O)=O	-7	0.4	-8	-8	-17	-10	-1	1	4
12	Cc1ccc(NC(=O)COC(=O)CC2CCCC2)cc1Cl	-9	-0.1	-2	-3	-13	-6	-4	1	5
13	COc1ccc(F)cc1S(=O)(=O)Nc1cc2c3c(c1)CC(=O)N3CCC2	5	1.6	-2	-2	1	-13	-2	4	-2
14	Cc1cc(/C=N/NC(=O)c2cccc(F)c2)c(C)n1-c1ccccc1	-12	1.0	-2	-12	-9	-10	-6	3	8
15	CSc1nc2ccc(NC(=O)COc3ccccc3F)cc2s1	-1	2.1	-5	3	-2	-11	-4	8	11
16	O=C(Nc1nnc(-c2ccco2)o1)c1ccc(N2C(=O)CCC2=O)cc1	-3	0.7	-1	-7	-9	-13	-3	0	7
17	COc1ccccc1N(CC(=O)Nc1ccc2c(c1)OCCO2)S(=O)(=O)c1ccc(C)cc1	-5	1.6	-9	-9	-10	-6	-4	3	3
18	COc1ccccc1/C=C(\NC(=O)c1ccc(OC)c(OC)c1)C(=O)Nc1cccc([N+](=O)[O-])c1	1	-0.1	0	0	2	-10	-6	1	1
19	Cc1cc(/C=N/NC(N)=S)c(O)c(/C=N/NC(N)=S)c1	-10	7.3	-1	-5	0	-3	2	8	4
20	CNC(=O)/C=C/c1cc(C(=O)c2ccc(Cl)cc2Cl)cn1C	-17	1.5	-8	-9	-6	-21	7	2	9
21	Cc1ccc2c(c1)c1c3n2CCN(C(=O)CCl)C3CCC1 (stereo unspecified)	-11	0.9	-13	-3	14	-11	-6	0	7
22	CCOc1cc(/C=C/C(=O)NCCc2ccc(S(N)(=O)=O)cc2)ccc1OCC(C)C	7	0.9	-2	6	-3	-6	-5	8	1
23	CCCCCCCCNC(=O)/C(C#N)=C/c1ccc(SC)cc1	12	0.2	-12	14	2	-7	-1	1	0
24	CC(=O)Nc1cccc(NC(=O)CCn2cnc3cc(C)c(C)cc32)c1	-7	0.1	6	-4	-6	-4	-6	1	5
25	O=C1c2cccnc2C(=O)N1Cc1ccc(S(=O)(=O)NCc2ccco2)s1	-2	1.7	-6	-12	-20	-8	-2	1	2
26	COc1ccccc1Nc1nc(NCC2CCCO2)c2ccccc2n1 (stereo unspecified)	-7	3.0	-8	4	-12	-24	-15	9	-9
27	O=C(CCN1CCc2ccccc2C(O)(c2ccccc2)C1)c1ccc2c(c1)OCCO2 (stereo unspecified)	-6	0.7	-6	-5	12	-29	-5	1	5
28	Cc1c(C(=O)N2CCN(C3CCS(=O)(=O)C3)CC2)oc2ccc(Cl)cc12 (stereo unspecified)	5	-0.4	.	13	2	.	-4	1	-1
29	CCOC(=O)/C=C1\SCC(=O)N1CC(=O)c1ccc[nH]1	-5	0.2	2	0	0	-4	-1	0	-4
30	COc1ccc(NC(=O)/C(Cl)=C(/Cl)S(=O)Cc2ccc(Cl)cc2)cn1 (stereo unspecified)	28	0.8	.	30*	30*	.	-5	4	-4
31	CCOc1ccc(C(=O)OCC(=O)Nc2cccnc2Cl)cc1OCC	-4	3.1	-1	-21	2	-12	-4	2	4
32	CCS(=O)(=O)C(=C1NCCO1)S(=O)(=O)CC	-6	-0.5	-4	-5	3	1	-2	1	11
33	O=C(Nc1ccc(N2CCOCC2)c(Cl)c1)c1cc(F)c(F)cc1Cl	6	2.3	-13	-2	-4	-13	-5	3	-5
34	O=[N+]([O-])CC(c1ccc(F)cc1)c1c[nH]c2ccccc12 (stereo unspecified)	-7	4.7	.	-16	10	.	-3	-1	0
35	CC1CCC2(CC1)NC(=O)N(CC(=O)N1CCOCC1)C2=O (stereo unspecified)	-14	1.4	3	-16	-10	-4	0	1	7
36	Cc1nc2ccccc2c(=O)n1NC(=O)c1cncc(Br)c1	-5	-0.1	0	-8	2	-4	-8	0	11
37	O=C(O)C1CCCN(S(=O)(=O)c2ccc(F)cc2)C1 (stereo unspecified)	-26	0.0	-7	-3	2	4	-3	0	16
38	COC(=O)C1=CN(C(C)c2ccccc2)C=C(C(=O)OC)C1c1cc(OC)c(OC)c(OC)c1 (stereo unspecified)	-12	11	-12	-1	2	-15	-3	-1	10
39	CCNS(=O)(=O)c1ccc(CCC(=O)N2CCN(c3cc(Cl)ccc3C)CC2)cc1	14	3.7	-19	9	-6	14	-3	11	-14
40	O=C(Nc1cc(S(=O)(=O)N2CCOCC2)ccc1N1CCOCC1)c1cc(=O)[nH]c2ccccc12	1	0.3	-6	4	-2	-26	-6	1	1
41	O=C(Nc1nnc(-c2ccncc2)s1)Nc1ccccc1F	-5	0.2	-22	12	5	-13	-2	2	5
42	Cc1ccc(S(=O)(=O)N2C[C@H]3N(C(=O)OC(C)C)N(C(=O)OC(C)C)C[C@H](OC(=O)NCc4ccco4)[C@@]3(O)C2)cc1	-16	0.5	.	-2	-12	.	-3	4	5
43	COc1ccc(N(C(C)C(=O)NC2CCCCCC2)S(C)(=O)=O)cc1 (stereo unspecified)	-3	0.1	-1	-11	4	-18	-4	0	6
44	COc1ccccc1N1CCN(CC(=O)NCC2CCCO2)CC1 (stereo unspecified)	-3	-0.4	3	27*	-2	0	0	1	11
45	O=C(N(c1ccccn1)c1ccccn1)C12CC3CC(CC(C3)C1)C2	6	0.6	-9	5	2	-9	-1	1	-9
46	Cc1nn(-c2ccccc2)c(Cl)c1C(=O)NCc1cccs1	-5	-0.1	-1	-1	10	-14	-7	0	4
47	COc1cc(C(=S)N2CCOCC2)cc(OC)c1OC(=O)c1ccc([N+](=O)[O-])cc1[N+](=O)[O-]	-18	1.8	-10	0	-9	8	2	2	16
48	COc1cc(-c2nnc(SCC(=O)N3c4ccccc4Sc4ccccc43)o2)cc(OC)c1OC	-9	0.9	-11	-13	-5	-23	-4	0	10
49	C[C@H]1C(c2ccc(F)cc2)=NN(c2ccccc2)[C@@H]1CO	6	0.0	.	-8	-14	-7	-7	1	-5
50	CCOC(=O)COc1ccccc1C1Nc2ccccc2C(=O)N1c1cccc(Cl)c1 (stereo unspecified)	0	-0.4	4	6	2	-17	-11	-1	-3
51	Cn1cc(C(=O)NC2CCCCC2)c(=O)c2cc(S(=O)(=O)N3CCOCC3)ccc21	-5	4.8	1	-4	3	-3	-2	1	3
52	O=C1N(Cc2cccc(Cl)c2)C[C@@H]2C[C@@H](c3cccc4ncccc34)N3CCC[C@@]123	-8	4.4	-6	-20	-6	-16	-5	6	7
53	O=c1cc(-c2ccccc2)nc(SCCOc2ccccc2Cl)[nH]1	-5	0.4	-1	-10	-5	-5	-7	0	6
54	O=C(CSc1nc(O)c(Cc2ccccc2)c(=O)[nH]1)Nc1nnc(SCc2ccccc2)s1	-11	0.6	-15	-14	0	-21	-3	0	11
55	COc1cccc(OCC(Cn2c(C)nc3ccccc32)OC(C)=O)c1 (stereo unspecified)	-1	11	-2	-9	-14	-14	3	13	-11
56	O=C(c1ccc(CNc2c(N3CCCC3)c(=O)c2=O)cc1)N1CCN(C2CCCCC2)CC1	-1	0.5	-6	1	5	3	-8	0	4
57	Cc1ccc(C(=O)Oc2ccccc2C(=O)N2CCOCC2)cc1	-11	0.4	-7	-20	-10	-6	-4	3	9
58	CCn1cc(/C=N/NC(=O)c2cc3c(ccc4ccccc43)o2)c2ccccc21	-4	0.5	-2	7	0	-8	-2	1	1

Some of these compounds in order of SMILES length, lowest first.
no.	SMILES	M1 antag	M1 ag parental	OXTR potentiator	CHO-K1 Ca antag	M4 antag	CHO parental Ca	M1 ag	CHRM4 agonist	CHRM1 PAM
33	O=C(Nc1ccc(N2CCOCC2)c(Cl)c1)c1cc(F)c(F)cc1Cl	6	2.3	-13	-2	-4	-13	-5	3	-5
50	CCOC(=O)COc1ccccc1C1Nc2ccccc2C(=O)N1c1cccc(Cl)c1 (stereo unspecified)	0	-0.4	4	6	2	-17	-11	-1	-3
48	COc1cc(-c2nnc(SCC(=O)N3c4ccccc4Sc4ccccc43)o2)cc(OC)c1OC	-9	0.9	-11	-13	-5	-23	-4	0	10
